Assay outcomes from PubChem BioAssay.
FN deposition inh – fibronectin deposition inhibition | AH1F fibroblasts, Alexa488-fibronectin deposition fluorescence, overnight | inhibition, % at 12.6 µM | 350,000 compounds, 0.086% hits | AID 743247;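 active = mean inhibition across replicates of 30% or more, regardless of how many single replicates reach that level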;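 note: positive control wells lacked labelled fibronectin entirely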
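Schedule: 1 h cell adhesion before compound, then overnight fibronectin incubation; test system: AH1F fibroblast monolayer depositing Alexa488-labelled fibronectin into matrix; quantity: 10000 AH1F cells per well; probe or stimulus: fluorescent fibronectin at 24 nM final; signal: fluorescence, ex 485 nm, em 525 nm; evaluation: percent inhibition as loss of matrix-bound fibronectin fluorescence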
Statin myotox sup – protects C2C12 myotubes from simvastatin toxicity | ATP luminescence, 48 h; scaled: DMSO 0, geranylgeraniol control 100 | rescue of ATP level, % at 7.49 µM | 330,000 compounds, 0.78% hits;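 active = mean ATP rescue above about 67%, or every replicate alone reaching that limit, limit read from the data, passing the limit was not always enough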;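 note: myotubes were challenged with 10 µM simvastatin during compound exposure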
SIRT5 block – sirtuin-5 (human) deacylase inhibition; Purified SirT5, succinyl-peptide AMC, trypsin-coupled fluorescence; 330,000 compounds, 1.1% hits; Q9NXA8; inhibition, % at 15 µM; in the data active = inhibition above about 15%
Target sequence (Q9NXA8 whole entry, looked up): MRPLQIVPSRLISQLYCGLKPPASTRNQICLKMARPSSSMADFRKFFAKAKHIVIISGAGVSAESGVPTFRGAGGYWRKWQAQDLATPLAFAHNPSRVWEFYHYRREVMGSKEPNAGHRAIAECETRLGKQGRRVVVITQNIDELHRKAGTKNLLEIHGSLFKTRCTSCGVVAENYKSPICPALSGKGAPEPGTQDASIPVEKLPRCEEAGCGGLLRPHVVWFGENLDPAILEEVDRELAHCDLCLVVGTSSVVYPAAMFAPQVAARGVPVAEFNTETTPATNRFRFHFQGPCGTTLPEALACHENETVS
Casp6 inh – caspase-6 (human) enzyme inhibition; P55212; purified caspase-6, Z-VEID-R110 cleavage fluorescence; inhibition, % at 12.5 µM; 350,000 compounds, 0.53% hits; AID 686996;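 active = mean inhibition across replicates at least about 35%, with every replicate also reaching that limit, limit read from the data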;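 note: 0% = median of neutral control wells and 100% = no fluorescence left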
Target sequence (P55212 24-179 limits assumed): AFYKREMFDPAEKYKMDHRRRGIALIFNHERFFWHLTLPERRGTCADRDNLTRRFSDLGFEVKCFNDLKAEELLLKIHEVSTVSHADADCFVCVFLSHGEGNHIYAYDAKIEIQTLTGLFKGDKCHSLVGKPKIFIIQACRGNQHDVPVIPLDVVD
Target sequence (P55212 194-293 limits assumed): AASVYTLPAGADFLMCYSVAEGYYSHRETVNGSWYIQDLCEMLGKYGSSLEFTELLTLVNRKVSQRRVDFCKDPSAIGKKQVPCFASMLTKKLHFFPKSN
LGR2 inh – Drosophila LGR2 receptor signaling inhibition. 380,000 compounds, 0.35% hits. AID 720647. HEK293 LGR2, CRE-luciferase, bursicon-stimulated, 4 h. inhibition, % at 9.99 µM;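 active = drop in luminescence signal, shown as inhibition above about 50% in the replicate tests, limit read from the data, passing the limit was not always enough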;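 note: agonist challenge used bursicon conditioned medium at about half maximal strength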
esBAF inh – inhibitors of esBAF chromatin remodeling in mouse ES cells | 350,000 compounds, 2% hits | Bmi1-luciferase knock-in reporter, 24 h; 100% = twice the neutral-well signal | AID 602393 | reporter increase, % at 12.5 µM; in the data active = activation above about 40%;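 note: 0% = median of the plate's neutral control wells and 100% = double that signal; a rise in the Bmi1 reporter signal indicates esBAF inhibition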
S100A4 MyoIIA – inhibitors of human S100A4 binding to myosin IIA peptide; inhibition, % at 10.7 µM; AID 652163; 360,000 compounds, 0.14% hits; P26447; S100A4/TAMRA-MyoIIA peptide fluorescence polarization;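 active = mean inhibition of at least 70% across replicates, with every replicate also reaching that level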
Target sequence (P26447 whole entry, looked up): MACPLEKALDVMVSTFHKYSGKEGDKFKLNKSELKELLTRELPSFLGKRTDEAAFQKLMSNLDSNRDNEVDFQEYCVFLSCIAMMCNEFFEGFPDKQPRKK
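Material: human S100A4 monomer with TAMRA-labelled myosin IIA peptide; buffer or medium: HEPES pH 7.2 with CaCl2, KCl, NaCl, DTT, Triton; compound dosing: one concentration per compound; schedule: 5 min incubation before reading; benchmarks: neutral control DMSO, positive control TFP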
Starred values were filed as active, the others as inactive; x = no result given.

Screens by letter: A = FN deposition inh; B = Statin myotox sup; C = SIRT5 block; D = Casp6 inh; E = LGR2 inh; F = esBAF inh; G = S100A4 MyoIIA
> COc1cccc(C(=O)Nc2c3c(nn2-c2ccc(Cl)cc2)CS(=O)(=O)C3)c1OC
  A: 6; B: 1; C: -5; D: 1; E: -22; F: -4; G: -5
> Cc1ccc(S(=O)(=O)N2CCC(C(=O)NCCCN3CCOCC3)CC2)cc1
  A: x; B: 11; C: -4; D: -128; E: -2; F: -4; G: -2
> C[C@@H]1CN([C@H](C)CO)C(=O)Cc2cc(NS(C)(=O)=O)ccc2O[C@H]1CN(C)S(=O)(=O)c1cn(C)cn1
  A: x; B: -42; C: x; D: x; E: 10; F: -1; G: x
> O=C(NCc1ccco1)c1ccccc1SCC(=O)N1CCCC1
  A: -5; B: 0; C: 0; D: 1; E: -2; F: -5; G: 5
> CNC(=O)C[C@@H]1CC[C@@H]2[C@H](COc3ccc(NC(=O)Nc4c(C)noc4C)cc3C(=O)N2C)O1
  A: -6; B: -6; C: x; D: x; E: 2; F: 3; G: x
> C[C@H](CO)N1C[C@H](C)[C@H](CN(C)C(=O)Nc2ccc(F)cc2)Oc2ccc(NC(=O)Nc3ccc(C(F)(F)F)cc3)cc2CC1=O
  A: x; B: 29; C: 2; D: -1; E: -11; F: 0; G: 2
> CCOC(=O)CSc1nc2cc(C(=O)NCc3ccco3)ccc2c(=O)n1C1CCCCC1
  A: x; B: -10; C: -1; D: -1; E: x; F: 2; G: -9
> COCCN(CCOC)S(=O)(=O)c1ccc(C(=O)Nc2nc3c(s2)CCc2ccccc2-3)cc1
  A: -6; B: 23; C: 0; D: -2; E: 5; F: 10; G: 2
> O=C(Cc1ccsc1)Nc1cc(F)ccc1F
  A: 0; B: 0; C: -4; D: 0; E: -7; F: 3; G: -3
> CC(=O)c1c(C)nc2ccc(Br)cc2c1C(=O)O
  A: 9; B: 3; C: 1; D: 3; E: 14; F: -4; G: -2
> CN(Cc1ccccc1)C(=O)c1ccc(NC(=O)Cc2cccc(NC(=O)C3CCCN(C(=O)C4CCCCC4)C3)c2)cc1 (configuration not stated)
  A: -4; B: 11; C: x; D: -5; E: 19; F: 2; G: -8
> CCOC(=O)C1(CC2CCCCO2)CCN(S(=O)(=O)c2cc(C)cs2)CC1 (configuration not stated)
  A: x; B: x; C: 0; D: 10; E: 18; F: x; G: 8
> COc1ccc(N2CCN(C3CCCN(C(=O)CN4CCOC4=O)C3)CC2)cc1 (configuration not stated)
  A: 7; B: x; C: -1; D: 1; E: 0; F: x; G: -10
> O=C1CC(NC2CCN(C(=O)c3cccc(F)c3)CC2)C(=O)N1 (configuration not stated)
  A: -1; B: 1; C: -5; D: -4; E: 8; F: -2; G: -4
> O=C1c2cccnc2C(Nc2ccccc2Br)N1Cc1ccco1 (configuration not stated)
  A: x; B: -9; C: -2; D: 0; E: 4; F: -12; G: -6
> CCc1nc(N2[C@H](C#N)[C@@H](c3ccccc3-c3ccccc3C)[C@H]2CO)sc1C
  A: 5; B: x; C: x; D: 1; E: 13; F: x; G: -51
> CN(CCO)CCOCCOc1cccc2ccccc12
  A: 3; B: 8; C: -3; D: -6; E: 18; F: 1; G: -2
> COc1ccc(S(=O)(=O)N(C)c2ccc(C(=O)N3CCCCC3)cc2)cc1OC
  A: -2; B: 4; C: 3; D: 0; E: -10; F: -10; G: -26
> O=C(NC(Cc1ccccc1)C(=O)O)C1CCN(S(=O)(=O)c2cccc(C(F)(F)F)c2)CC1 (configuration not stated)
  A: -2; B: -9; C: -1; D: 1; E: 5; F: -1; G: -3
> CCCCOc1ccccc1NC(=O)c1scc2c1OCCO2
  A: x; B: x; C: 0; D: x; E: 21; F: x; G: -2
> Oc1ccc(Cl)cc1CNn1cnnc1
  A: 7; B: x; C: -3; D: -2; E: -2; F: x; G: -1
> Clc1cccc(Cl)c1CN1CCN(c2ncccn2)CC1
  A: 3; B: -7; C: -1; D: -5; E: 12; F: -1; G: -7
> C[C@H](O)C#Cc1cnc2c(c1)C(=O)N([C@H](C)CO)C[C@@H](C)[C@H](CN(C)C(=O)Cc1ccccn1)O2
  A: -11; B: 1; C: 1; D: -1; E: 9; F: 1; G: 6
> Cc1ccc2oc(=O)n(Cc3ccc(OC(C)C)cc3)c2c1
  A: -6; B: -6; C: -1; D: 2; E: -1; F: -6; G: 1
> C[C@H](CO)N1C[C@H](C)[C@H](CN(C)Cc2ccccc2C(=O)O)Oc2ncc(C#CC3CC3)cc2C1=O
  A: x; B: 11; C: 0; D: -1; E: 5; F: -3; G: 4
> COc1cc(CN2CCCCCC2)cc(Br)c1O
  A: -2; B: 3; C: -4; D: -2; E: 8; F: -7; G: -13
> COc1cc(CC(=O)OCC(=O)NC(C)c2ccccc2)cc(OC)c1OC (configuration not stated)
  A: 8; B: 6; C: 0; D: -1; E: -6; F: -5; G: 0
> Cc1ccccc1-c1ccc2c(c1)O[C@H](CN(C)C)[C@H](C)CN([C@@H](C)CO)S2(=O)=O
  A: 7; B: -38; C: -6; D: 6; E: -2; F: -9; G: 0
> CCOC(=O)C1=NOC2C3CC(C12)C1C(=O)N(CCc2ccc(OC)c(OC)c2)C(=O)C31 (configuration not stated)
  A: 9; B: 1; C: -5; D: 21; E: -20; F: 4; G: 1
> COCc1cccc(-c2csc(C(C)(NC(C)=O)c3ccccc3)n2)c1 (configuration not stated)
  A: x; B: 13; C: -4; D: 0; E: x; F: -3; G: -2
> COc1ccc(S(=O)(=O)Nc2cccc3c2O[C@@H](CN(C)C(=O)NC(C)C)[C@@H](C)CN([C@@H](C)CO)C3=O)cc1
  A: x; B: x; C: 0; D: -2; E: -21; F: -2; G: 25
> COc1ccccc1CNC(=O)C[C@@H]1C[C@H]2c3cc(NC(=O)c4ccc5c(c4)OCO5)ccc3O[C@H]2[C@H](CO)O1
  A: x; B: 3; C: 7; D: 7; E: 6; F: 17; G: 4
> O=C(Nc1ccc(F)cc1F)Nc1ccccc1C(=O)NCCN1CCNC1=O
  A: -3; B: x; C: 12; D: -3; E: 1; F: x; G: -14
> CN1c2ccc(-c3ccc(F)cc3)cc2[C@H]2[C@H](CCN2C(=O)Cc2ccccn2)[C@H]1CO
  A: 9; B: 48; C: 0; D: -4; E: 27; F: -3; G: -28
> COC(=O)c1ccc(OCC2c3cc(OC)c(OC)cc3CCN2C(C)=O)cc1 (configuration not stated)
  A: 4; B: -1; C: 0; D: 1; E: -18; F: -7; G: 4
> O=CNc1ccc2c3c(cccc13)-c1ccccc1-2
  A: -9; B: 2; C: 1; D: -1; E: -25; F: 28; G: -1
> CN(c1ccc(C(=O)NCC2CCCO2)cc1)S(C)(=O)=O (configuration not stated)
  A: x; B: -10; C: -2; D: -3; E: -5; F: -1; G: 4
> Cn1ncc(C(=O)Nc2ccc(Cl)cc2)c1C(F)(F)F
  A: -4; B: x; C: x; D: 0; E: 0; F: x; G: -2
> CC(=O)c1cccc(OCc2cc(C(=O)NC3CCN(Cc4ccccc4)CC3)no2)c1
  A: -7; B: -2; C: -3; D: -1; E: 0; F: 4; G: -8
> COc1cc(OC)cc(C(=O)N[C@H](C(=O)Nc2ccc(NC(C)=O)cc2)C(C)C)c1
  A: 8; B: x; C: -2; D: -1; E: -5; F: x; G: 0
> COc1ccc(N2CCN(C(=O)CN(c3ccccc3)S(=O)(=O)c3ccc(OC)cc3)CC2)cc1
  A: 9; B: 7; C: x; D: x; E: x; F: 1; G: x
> CC(C)c1ccc(NC(=O)CSc2nc3ccsc3c(=O)n2CCC(=O)O)cc1
  A: 5; B: 7; C: 0; D: -2; E: 7; F: 10; G: 4
> CCC(=O)Oc1ccc(NC(=O)c2ccco2)cc1
  A: 5; B: 7; C: -2; D: -3; E: -3; F: 5; G: 15
> C[C@H](CO)N1C[C@H](C)[C@@H](CN(C)C(=O)Nc2ccc3c(c2)OCO3)OCCCC[C@H](C)Oc2ccc(NS(=O)(=O)c3ccc(F)cc3)cc2C1=O
  A: -8; B: 18; C: x; D: x; E: 9; F: -2; G: x
> C/C=C/c1cnc2c(c1)C(=O)N([C@@H](C)CO)C[C@H](C)[C@@H](CN(C)Cc1ccc(F)cc1)O2
  A: x; B: 48; C: -1; D: -1; E: -4; F: -1; G: 4
> CCOc1cc(C(=S)N2CCN(C)CC2)ccc1OCC(=O)N1CCOCC1
  A: 6; B: 6; C: x; D: x; E: x; F: -2; G: x
> CN(C)C(=O)CCc1ccc2c3c([nH]c2c1)[C@]1(C)[C@@H](C(=O)N2CCCCC2)C[C@H](CC(=O)NCCCn2ccnc2)C(=O)N1CC3
  A: 3; B: -1; C: -1; D: -49; E: 7; F: -5; G: -3
> CCN(c1ccc(Cl)cc1)S(=O)(=O)c1nnc(NC(=O)C(C)C)s1
  A: x; B: -2; C: -2; D: 1; E: -13; F: 3; G: -7
> CC(Sc1nc2c(N)ncnc2n1CCOc1ccccc1)C(=O)O (configuration not stated)
  A: 7; B: -3; C: 11; D: 3; E: -5; F: -2; G: 3
> C[C@@H]1CN([C@H](C)CO)C(=O)c2cc(NC(=O)Nc3ccccc3)ccc2O[C@@H](C)CCCCO[C@@H]1CN(C)C
  A: x; B: 3; C: 0; D: -5; E: 7; F: -4; G: 1

The list continues:
Screens by letter: A = FN deposition inh; B = Statin myotox sup; C = SIRT5 block; D = Casp6 inh; E = LGR2 inh; F = esBAF inh; G = S100A4 MyoIIA
> O=C(O)Cc1ccc(NS(=O)(=O)c2ccc3c(c2)OCCO3)cc1
  A: 3; B: 4; C: x; D: -4; E: -32; F: 0; G: 0
> COC(=O)C1=C(C)N(Cc2cccnc2)C(=O)/C1=C\c1cccs1
  A: -1; B: x; C: -2; D: 1; E: -44; F: x; G: 0
> CC(C)C[C@H](NC(=O)c1[nH]cnc1C(=O)N[C@@H](C)C(=O)OCc1ccccc1)C(=O)OCc1ccccc1
  A: 24; B: 9; C: x; D: 2; E: 8; F: 2; G: 1
> Cc1ccc(NC(=O)c2c(F)cccc2Cl)cc1S(=O)(=O)N1CCOCC1
  A: 5; B: -14; C: -2; D: -2; E: 14; F: 4; G: -2
> Cc1nnc(NC(=O)CSc2nc(CC(C)C)nc3c2c(=O)n(C)c(=O)n3C)s1
  A: 9; B: x; C: -1; D: 3; E: 16; F: x; G: 1
> Cc1cc(C)n(CC(O)COc2ccccc2C)n1 (configuration not stated)
  A: -8; B: -2; C: -3; D: -5; E: 13; F: -3; G: -7
> COc1ccc(/C=C(/NC(=O)c2ccccc2)C(=O)NCc2ccncc2)cc1
  A: -22; B: 6; C: -3; D: 1; E: 14; F: -4; G: -5
> CCCOc1ccc(-c2c(C(=O)N/N=C/c3ccsc3)nnn2-c2nonc2N)cc1
  A: 0; B: 19; C: -7; D: 2; E: -5; F: -1; G: -2

Some of the compounds tested; count on the stated rates, not on these rows.
